Screening data: PubChem BioAssay, National Center for Advancing Translational Sciences (NCATS)
Apoferritin bind = binds horse apoferritin like a general anesthetic; P02791; AID 485281; hit rate 0.074% among 350,000; apoferritin/1-aminoanthracene competitive binding, fluorescence; Potency, µM (series often up to 77.5 µM), without a hit: at the top dose activity change, negative = displacement, actives largely listed as inhibitors; further: potency means the concentration at half of the fitted maximal effect; on the % scale 0 is the no-effect control and ±100 the full control effect; nearly all actives have a fitted effect of over 20% in size
Target sequence (P02791 2-175 limits assumed): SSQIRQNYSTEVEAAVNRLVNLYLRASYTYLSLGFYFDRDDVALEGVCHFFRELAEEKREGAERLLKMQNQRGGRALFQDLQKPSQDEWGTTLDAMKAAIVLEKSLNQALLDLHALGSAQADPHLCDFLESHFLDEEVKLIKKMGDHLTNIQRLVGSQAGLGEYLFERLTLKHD
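Horse-spleen apoferritin (10 uM) was mixed with 50% saturated 1-aminoanthracene in PBS, exposed to compounds for 10 min at room temperature, and read for fluorescence (ex 380 nm, em 535 nm). Competitive displacement was fitted with a four-parameter Hill equation.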
Pol kappa inh = blocks human DNA polymerase kappa activity | purified Pol kappa, fluorescent DNA synthesis assay, 10 min | Potency, µM (highest dose often 107 µM), for inactives: at the top dose activity, negative = inhibition, usual class: inhibitors | hit rate 0.53% among 400,000; further: potency means the concentration at half of the fitted maximal effect; on the % scale 0 is the no-effect control and ±100 the full control effect
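50 nM final substrate added after 15 min RT preincubation of 10 nM Pol kappa with compound; fluorescence read at 0 and 10 min.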
POLB inh = inhibitors of human DNA polymerase beta; Potency, µM (titrated, usually from 114 µM), inactives show at the highest dose activity change, negative = inhibition, most hits filed as inhibitors; Pol beta primer extension/strand displacement, fluorescence kinetic; hit rate 1.3% among 340,000; further: potency means the concentration at half of the fitted maximal effect; on the % scale 0 is the no-effect control and ±100 the full control effect
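Kinetic readout of DNA synthesis with strand displacement by Pol beta. Compound and 10 nM enzyme sit 15 min at room temperature; 50 nM substrate starts the reaction, read immediately and at 10 min.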
POLI inh = blocks human DNA polymerase iota activity; Q9UNA4; Pol iota fluorescent replication assay, 10 min; Potency, µM (series often up to 115 µM), without a hit: top-dose activity, negative = inhibition, actives largely listed as inhibitors; hit rate 1% among 390,000; AID 588590; further: potency means the concentration at half of the fitted maximal effect
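Fluorescent replication assay read twice, at 0 min and 10 min after adding 50 nM (final) substrate. Enzyme (10 nM) and compounds were first incubated 15 min at room temperature; enzyme-free buffer wells were negative controls.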
ERG-DNA inh = inhibitors of human ERG Ets domain-DNA interaction | P11308 | Potency, µM (titrated, usually from 76.9 µM), for inactives: at the top dose FP activity, negative = inhibition, actives largely listed as inhibitors | hit rate 0.028% among 370,000 | fluorescence polarization, His-ERG Ets domain / labelled DNA; active means well fitted inhibition curve with a large enough effect in the polarisation, with a control signal flat; inconclusive means small, poorly fitted or top-dose-only effect, or effect the other way, or a change in a side signal; inactive means no such curve, though single readings can be large or run the other way; the % refers to the polarisation;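 further: polarization taken with two DNA probes labelled with fluorescein and Texas red; potency means the concentration at half of the fitted maximal effect; % of control where 0% means no effect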
Target sequence (P11308 whole entry, looked up, the tested form may be a part): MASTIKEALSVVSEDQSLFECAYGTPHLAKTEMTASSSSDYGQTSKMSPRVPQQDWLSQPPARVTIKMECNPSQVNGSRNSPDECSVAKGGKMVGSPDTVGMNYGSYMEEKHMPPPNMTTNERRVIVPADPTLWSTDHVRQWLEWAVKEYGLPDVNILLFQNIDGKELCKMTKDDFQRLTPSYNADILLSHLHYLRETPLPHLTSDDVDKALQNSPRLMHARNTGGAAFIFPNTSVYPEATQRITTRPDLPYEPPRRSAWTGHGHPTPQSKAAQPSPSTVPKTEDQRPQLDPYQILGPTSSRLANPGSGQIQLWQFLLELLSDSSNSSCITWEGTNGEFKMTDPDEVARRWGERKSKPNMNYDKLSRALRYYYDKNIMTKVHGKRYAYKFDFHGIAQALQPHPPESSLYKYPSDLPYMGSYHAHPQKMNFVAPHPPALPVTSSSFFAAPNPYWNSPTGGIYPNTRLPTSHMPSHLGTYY
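His-tagged ERG Ets domain (1 uM in the protein solution; 300mM KCl, 50mM Tris-HCl, 1mM EDTA, 1mM DTT, pH 7.5) received compound, then a probe mix of 5 nM fluorescein-DNA and 100nM Texas-615-DNA. Fluorescence polarization was read for both dyes.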
ALOX12 inh = inhibitors of human 12S-lipoxygenase ALOX12 | purified 12hLO, xylenol orange hydroperoxide absorbance | P18054 | Potency, µM (top dose mostly 108 µM), inactives show at the highest dose activity change, negative = inhibition, actives largely listed as inhibitors | hit rate 1.1% among 580,000 | AID 1671190; further: potency means the concentration at half of the fitted maximal effect; on the % scale 0 is the no-effect control and ±100 the full control effect
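Hydroperoxide product was detected by ferrous iron/xylenol orange as the 573 to 405 nm absorbance ratio. Arachidonic acid at 40 uM (final) was turned over for 30 min at room temperature by 150 nM human 12hLO, pH 7.0 Hepes buffer, after 15 min compound preincubation.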
TRHR agonist = agonists of human TRH receptor; TRHR cells, calcium flux fluo-8, FDSS agonist mode; activation, % at 2 µM; hit rate 0.18% among 360,000; P34981; in the data active means activation above about 30%; further: 0% is about no effect
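In this calcium-flux screen, cells bearing human TRHR are dye-loaded with fluo-8, baselined for 10 cycles, then exposed to library compounds; positive kinetic calcium responses during the agonist phase mark hits, with TRH as control.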
BLM inh = blocks DNA unwinding by human BLM helicase. P54132. recombinant BLM DNA unwinding, fluorescence dequenching. Potency, µM (series often up to 56.1 µM), inactives show at the highest dose activity change, negative = inhibition, hits mostly inhibitors. hit rate 0.2% among 350,000. AID 2528;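 further: potency means the concentration at half of the fitted maximal effect; plate controls were vehicle for no effect and no enzyme for full effect; nearly all actives have a fitted effect of over 35% in size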
APE1 inh = blocks human APE1 abasic DNA cleavage; recombinant APE1, TAMRA/BHQ-2 abasic DNA cleavage fluorescence; Potency, µM (highest dose often 65.8 µM), for the others: at the highest dose activity change, negative = inhibition, most hits filed as inhibitors; hit rate 0.35% among 350,000; AID 2517;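 further: potency means the concentration at half of the fitted maximal effect; plate controls were vehicle for no effect and reference inhibitor for full effect; nearly all actives have a fitted effect of over 55% in size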
Target sequence (P27695 whole entry, looked up): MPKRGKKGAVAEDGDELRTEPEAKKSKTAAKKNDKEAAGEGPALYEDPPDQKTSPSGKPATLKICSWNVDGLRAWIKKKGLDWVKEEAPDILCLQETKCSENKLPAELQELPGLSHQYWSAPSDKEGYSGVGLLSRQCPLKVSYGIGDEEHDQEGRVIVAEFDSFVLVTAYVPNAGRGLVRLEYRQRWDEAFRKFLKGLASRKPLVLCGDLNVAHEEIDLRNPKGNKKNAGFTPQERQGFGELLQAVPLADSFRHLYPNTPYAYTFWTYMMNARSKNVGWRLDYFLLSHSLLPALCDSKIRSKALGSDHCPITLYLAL
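Compound pre-exposure to 0.75 nM APE1, 15 min at ambient temperature. Reaction initiated with 50 nM TAMRA/BHQ-2 THF substrate, read immediately in kinetic mode, 525 nm excitation, 598 nm emission.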
The depositor's hits bear a star; ? = inconclusive; · = not tested or not shown; & = joins results of further samples; [ ] = another dose, or the depositor's remark. Unless noted, the call rests on the fitted dose curve; in most records, active means well fitted curve in the direction sought with a large enough effect; inconclusive means small, poorly fitted or top-dose-only effect, or another doubt; inactive means no such curve, though single readings can be large; an effect the other way counts as inactive or inconclusive.

Every second line gives: Apoferritin bind	Pol kappa inh	POLB inh	POLI inh	ERG-DNA inh	ALOX12 inh	TRHR agonist	BLM inh	APE1 inh
COc1ccc(-c2csc(NC(=O)CSc3nnnn3C)n2)c(OC)c1
→ ·	-10%	·	?	8%	-5%	-0.1	·	-8%
CCOC(=O)C1CCN(C(=O)COc2ccc(N(C)S(=O)(=O)c3ccc(OCC)cc3)cc2)CC1
→ -4%	2%	?	-8%	-11%	2%	-1.0	1%	7%
CSCCC1NC(=O)N(CC(=O)N2CCc3ccccc3C2)C1=O (configuration not stated)
→ ·	-7%	·	47%[activator]	-1%	200%[activator]	0.4	·	-14%
COc1ccc(-c2c(-c3ccc4c(c3)OCO4)c3ccccc3n2C)cc1
→ ·	-7%	·	19%	1%	?	·	·	·
CCc1nc2ccc(C(=O)N3CCN(c4cccc(C)c4C)CC3)cc2nc1CC
→ -16%&-6%	5%	-2%&10%	-6%&6%	7%&1%	?	0.7&-0.8	-11%&-8%	62%[activator]
COc1ccc(CNC(=O)C(=O)NCC2OCCN2S(=O)(=O)c2ccccc2)cc1 (configuration not stated)
→ ·	-5%	·	15%	26%	-1%	·	·	·
COc1ccc(S(=O)(=O)N2CCOC23CCN(S(=O)(=O)c2c(C)cc(C)cc2C)CC3)cc1
→ ·	-11%	·	-22%	5%	-13%	0.1	·	9%
CCOC(=O)c1c(NC(=O)COC(=O)Cc2ccccc2[N+](=O)[O-])sc(C(=O)N(C)C)c1C
→ ·	-12%	·	12%	2%	-30%	-0.3	·	-14%
O=C1c2ccccc2C(Nc2ccc(Cl)cc2)N1CCN1CCOCC1 (configuration not stated)
→ -6%	-15%	4%	4%	-5%	9%	1.3	-1%	-10%
Cc1ccc(N2CC(C(=O)Nc3cc(C)on3)CC2=O)cc1 (configuration not stated)
→ -7%	-11%	47%	28%	·	0%	-0.3	-5%	2%
COc1ccc(-c2nc3scc(CCNS(=O)(=O)c4c(C)cc(C)cc4C)n3n2)cc1OC
→ ?	-5%[60.1 µM]	-9%	?	-4%	?	0.0	-6%	·
Cc1ccc(C)c(N2CCN(C(=O)Cn3c(-c4cccs4)cc4ccccc43)CC2)c1
→ -2%	-15%	3%	8%	-3%	-1%	0.2	-6%	·
O=C(Cn1ccn(-c2ccc(F)c(F)c2)c(=O)c1=O)NCc1ccccc1
→ -4%	-12%	-17%	-5%	1%	-12%	0.0	-1%	·
Cc1ccccc1N1CC(C(=O)Nc2nnc(SCCC3OCCO3)s2)CC1=O (configuration not stated)
→ -14%	-42%	14µM*	?	-7%	?	0.1	-17%	11%
O=C1C2C(c3ccccc3)C=CC(c3ccccc3)C2C(=O)N1c1ccncc1 (configuration not stated)
→ ?	-11%	26%	-2%	0%	492%[activator]	-0.6	-1%	-1%
COc1cccc(CN(C(=O)Cn2nnc(-c3ccccc3F)n2)C(C(=O)NC(C)(C)C)c2ccncc2)c1 (configuration not stated)
→ ?	2%	-9%	30%[activator]	10%	-9%	-0.7	-9%	2%
O=c1c(C=NCC2CCCO2)c(-c2ccccc2)[nH]n1-c1ccc([N+](=O)[O-])cc1 (configuration not stated)
→ 0%	-1%	7%	5%	-3%	11%	1.0	-8%	0%
Cc1nc2ncnn2c(N2CCN(c3cccc(C(F)(F)F)c3)CC2)c1C
→ ?	2%	-4%	15%	-5%	1%	0.8	-10%	?
COCCN(CC(=O)Nc1cccc(C)c1C)C(=O)c1ccc2c(c1)OCO2
→ ·	-2%	·	25%	12%	-1%	-0.2	·	34%
CC(C)N(Cc1ccccc1)S(=O)(=O)c1ccc(N2CCCCS2(=O)=O)cc1
→ 73%[activator]	-9%[60.1 µM]	-16%	24%	3%	-29%	-0.5	-7%	·
Cc1cccc(C)c1NC(=O)Cn1c(=O)n(Cc2ccccc2Cl)c(=O)c2cccnc21
→ 5%	8%	55%	13%	0%	-18%	-0.4	-1%	·
COc1cc([N+](=O)[O-])cc2sc(NC(=O)c3c(F)cccc3F)nc12
→ -2%	-15%	0%	15%	?	-18%	0.0	-5%	4%
COC(=O)CC1SC(=O)NC1=O (configuration not stated)
→ 1%	-5%	-1%	3%	2%	-7%	0.3	-1%	2%
CSc1ccc(C(=O)C2CCCN(C(=O)CCc3cnn(C)c3)C2)cc1 (configuration not stated)
→ -15%	-12%	14%	-4%	-4%	341%[activator]	0.0	-3%	9%
O=C(CSc1nnc(-c2ccc(F)cc2)o1)N1CCCc2ccccc21
→ 0%	-2%	-20%	32%[activator]	4%	0%	-1.3	-3%	·
CC(=O)N1N=C(c2ccc3ccccc3c2)OC1(C)C
→ 8%	4%	19%	4%	18%	2%	0.1	-1%	-1%
CN(Cc1ccccc1)C(=O)COC(=O)C1CCN(S(=O)(=O)c2ccc(Cl)c(C(F)(F)F)c2)CC1
→ ·	-9%	·	-10%	-15%	13%	-0.6	·	-18%
COc1ccc(S(=O)(=O)NCC(c2ccc(N(C)C)cc2)N2CCc3ccccc32)cc1OC (configuration not stated)
→ 42%[activator]	-4%[60.1 µM]	0%	-1%	4%	-16%	-1.3	-11%	·
Cc1nnc(SCC(=O)N2CCN(c3ccccc3F)CC2)n1C1CC1
→ ·	2%	·	35%[activator]	-10%	20%	0.3	·	30%
CCc1cc2cc(C)cc(C)c2nc1SCC(=O)N1CCCC1
→ 26%	5%	-15%	-12%	6%	-1%	0.7	3%	1%
COc1ccc(S(=O)(=O)N2CCOCC2)c(C)c1C
→ -2%	-3%	-5%	16%	·	-6%	0.3	-2%	11%
CC(C)OCC(O)CCc1n[nH]c(=S)n1-c1ccccc1 (configuration not stated)
→ 7%	7%	-14%	8%	2%	-26%	-0.7	1%	4%
COc1cc(C(=O)O)cc(NC(=O)c2cccs2)c1OC
→ -4%	-24%	-1%	-4%	-4%	-26%	0.0	1%	-5%
COC(=O)c1ccc2c(=O)n(Cc3ccc(C(=O)NCCCN4CCOCC4)cc3)c(=S)[nH]c2c1
→ -5%	0%	24%	0%	-3%	7%	-0.1	-12%	9%
CN=c1sc2ccccc2n1CC(O)c1ccccc1 (configuration not stated)
→ -13%	1%	28%	46%[activator]	0%	-10%	-1.3	-2%	9%
O=C(N/N=C/c1cccc(O)c1)c1cc(-c2ccccc2)nc2ccccc12
→ -1%	-8%	-23%	26%	2%	8%	0.7	-18%	7%
Clc1ccccc1Cn1nnc(-c2cccs2)n1
→ -17%	5%	-2%	4%	13%	0%	-1.0	-5%	-4%
CCc1nnc(NC(=O)CSc2nnc(C)n2Cc2ccccc2)s1
→ 4%	-1%	43%	27%	·	?	0.4	-7%	18%
CCOc1ccc(NS(=O)(=O)c2ccc(NS(=O)(=O)c3cccs3)cc2)cc1
→ -2%	-12%	52%	-14%	5%	11%	0.0	-2%	45%
Fc1ccc(/C=N/n2cnn(Cc3ccccc3Cl)c2=S)cc1
→ -13%	-1%	18%	1%	1%	-27%	1.1	-6%	-1%
Cc1ccc(Oc2ccc3c(c2)C(=O)N(c2cccc4cccnc24)C3=O)cc1
→ ?	-15%	-18%	35%[activator]	2%	-10%	2.6	-8%	-6%
O=C(CN1N=C(c2ccc(Cl)cc2)CCC1=O)NCCc1ccccc1
→ ?	4%[60.1 µM]	-1%	-2%	0%	-7%	-0.3	-1%	·
CN(C)CCN(Cc1ccco1)C(=O)c1oc2ccccc2c1NC(=O)COc1ccccc1
→ -3%	0%	11%	42%[activator]	-1%	?	1.7	-5%	49%[activator]
O=C1CC(c2ccccc2)CC(=O)N1c1ccc(C(F)(F)F)cc1
→ ·	-5%	·	4%	10%	14%	0.1	·	13%
Cc1ccc(N(CC(=O)NCCc2ccccc2C)S(=O)(=O)N(C)C)cc1
→ 3%	-20%	23%	27%	-4%	-17%	-0.6	-2%	·
CCN(CC(=O)Nc1ccccc1OC)C(=O)CSCC(=O)Nc1ccc(OC)cc1
→ ·	-1%	·	38%[activator]	2%	3%	0.1	·	-15%
CNC(=O)CSc1nc2cc(S(=O)(=O)Nc3ccc(OC)cc3)ccc2o1
→ ·	-1%	·	25%	5%	-3%	·	·	·
COc1ccc(OC)c(S(=O)(=O)NC(N)=NCCc2ccccc2OC)c1
→ -6%	·	12%	·	·	·	-0.4	-7%	3%
O=C(CN1C(=O)NC2(CCCC2)C1=O)N1CCN(S(=O)(=O)c2cc(Cl)ccc2Cl)CC1
→ ·	-11%	·	?	-17%	1%	0.4	·	18%
CSC1=NCCN1C(=O)c1ccc(S(=O)(=O)N2CCOCC2)cc1
→ 2%	4%	32%	15%	1%	3%	-0.8	2%	3%
Cc1ccccc1Oc1ccc(NC(=O)C2CC=CCC2C(=O)O)cc1 (configuration not stated)
→ 6%	-6%	23%	22%	-7%	16%	0.0	-10%	14%
CCc1nc2ccccc2n1CCC(=O)O
→ -1%	-5%	0%	-18%	·	-22%[57.4 µM]	0.3	0%	0%
C#CC1(O)CC(C)NCC1(C)CCC#N (configuration not stated)
→ 0%	-6%	8%	15%	-4%	18%	0.6	3%	-1%
Cc1ccc(-c2ccc(=O)n(CC(=O)NCCc3ccc(Cl)cc3)n2)cc1
→ ?	-5%[60.1 µM]	2%	-4%	-2%	?	-1.2	-7%	·
Cc1c(N2C(=O)CSC2c2ccccc2)c(=O)n(-c2ccccc2)n1C (configuration not stated)
→ -4%	2%	-24%	136%[activator]	1%	6%	-0.1	2%	3%
CCC1CCCCN1CCCNC(=O)c1cn(CC)c2ccc(S(=O)(=O)N3CCc4ccccc4C3)cc2c1=O (configuration not stated)
→ -16%	8%	7%	-20%	11%	-1%	-0.3	-5%	2%
O=C(COC(=O)Cc1n[nH]c(=O)c2ccccc12)Nc1ccc(Cl)cn1
→ ·	-4%	·	9%	0%	406%[activator]	-0.9	·	24%

Only part of the results is shown; the hit share may differ from the screen's.
